# PG9 Ab binder – small molecules binding HIV-1 gp120 antibody PG9; TR-FRET gp120-PG9 antibody binding; 360,000 tested, 0.43% active; inhibition, % at 6.7 µM; in the data active = inhibition above about 8.5%
# TCR-CD3 inh – inhibitors of human TCR-CD3 interaction; TAMRA-labeled TCR probe fluorescence, biochemical; inhibition, % at 9.4 µM; 360,000 tested, 0.37% active; AID 651800; in the data active = inhibition above about 19%;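 also: recombinant mutant TCR 2C K166C tagged with TAMRA read by polarization; 0% = receptor in buffer alone and 100% = receptor with positive control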
# LEDGF integ inh – blocks HIV-1 LEDGF/p75-dependent DNA integration. TR-FRET IN-LEDGF/p75 DNA integration, Eu/Cy5. 370,000 tested, 0.64% active. inhibition, % at 3.7 µM;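 active = inhibition above the screen-wide mean plus 3 SD, cut at about 13% in these data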;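 also: signal is the Cy5 over europium emission ratio at 671 and 618 nm; 0% = plate median of compound wells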
# HTRA1 inhibitor – blocks human HTRA1 serine peptidase; Q92743; recombinant HTRA1, FP-rhodamine activity-based probe, fluorescence polarization; inhibition, % at 5.96 µM; 340,000 tested, 0.5% active; AID 504803; in the data active = inhibition above about 36%;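 also: 0% = enzyme with DMSO and 100% = wells lacking enzyme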
# PRMT1 FP inh – blocks human protein arginine methyltransferase 1; recombinant PRMT1, activity-based probe fluorescence polarization; 370,000 tested, 1.3% active; AID 652257; inhibition, % at 2.79 µM;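 active = inhibition above about 21% made by adding two undisclosed values, limit read from the data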
# Target sequence (Q99873 whole entry, looked up): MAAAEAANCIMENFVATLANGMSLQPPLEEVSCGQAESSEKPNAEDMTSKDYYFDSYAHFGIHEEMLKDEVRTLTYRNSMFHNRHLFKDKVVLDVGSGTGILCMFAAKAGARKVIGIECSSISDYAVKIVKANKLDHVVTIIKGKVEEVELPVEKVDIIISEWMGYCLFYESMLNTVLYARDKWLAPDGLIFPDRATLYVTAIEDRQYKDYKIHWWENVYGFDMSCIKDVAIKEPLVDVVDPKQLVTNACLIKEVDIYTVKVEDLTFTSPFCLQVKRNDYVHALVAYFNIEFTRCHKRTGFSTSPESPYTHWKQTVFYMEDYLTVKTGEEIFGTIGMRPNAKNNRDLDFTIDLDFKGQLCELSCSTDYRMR
# SIAE inh – inhibitors of human sialic acid acetylesterase SIAE | Q9HAT2 | SIAE FP-Rh probe binding, fluorescence polarization | inhibition, % at 9.66 µM | 370,000 tested, 0.69% active | AID 1053197;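 active = inhibition above a cutoff: mean of compounds within the control limits plus 3 SD of those, cut at about 17% in these data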;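 also: 0% = plate median of compound wells and 100% = probe without SIAE protein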
# TDP2 inh – blocks human TDP2 phosphodiesterase activity. O95551. recombinant TDP2, T5PNP hydrolysis, p-nitrophenol absorbance 415 nm. inhibition, % at 12.8 µM. 370,000 tested, 0.34% active;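 active = inhibition above the mean of all tested compounds plus 3 SD, set per campaign, cut at about 25% in these data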;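 also: 0% = DMSO with enzyme and 100% = buffer with substrate but no TDP2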
# Target sequence (O95551 whole entry, looked up): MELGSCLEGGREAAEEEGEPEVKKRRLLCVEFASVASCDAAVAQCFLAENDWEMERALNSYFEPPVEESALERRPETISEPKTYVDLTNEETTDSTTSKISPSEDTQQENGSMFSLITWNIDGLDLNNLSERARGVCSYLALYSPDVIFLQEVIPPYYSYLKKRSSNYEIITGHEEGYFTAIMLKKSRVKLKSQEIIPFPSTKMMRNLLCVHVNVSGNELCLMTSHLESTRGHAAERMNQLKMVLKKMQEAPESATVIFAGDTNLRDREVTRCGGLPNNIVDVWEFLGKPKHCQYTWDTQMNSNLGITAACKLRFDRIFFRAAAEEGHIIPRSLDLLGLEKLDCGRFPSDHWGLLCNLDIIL
#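 Assay system: recombinant human TDP2 / Reagent: T5PNP substrate at 5 mM, a TopII-DNA adduct mimic / Measured by: epi absorbance from released p-nitrophenol / Evaluation: % inhibition relative to enzyme-containing and enzyme-free wells / Control set: enzyme-free and DMSO wells / Replicates: each compound tested once, singlicate / Schedule: enzyme reaction with compound for 2 h at 37 °C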
# mABHD4 FP – inhibitors of mouse ABHD4. Q8VD66. purified mABHD4, FP-Rh probe fluorescence polarization. inhibition, % at 8.92 µM. 370,000 tested, 0.54% active. AID 720543;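 active = inhibition exceeding the mean over every tested compound plus 3 SD, cut at about 30% in these data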;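 also: 0% = plate median of compound wells and 100% = S159A mutant with DMSO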
# Target sequence (Q8VD66 whole entry, looked up): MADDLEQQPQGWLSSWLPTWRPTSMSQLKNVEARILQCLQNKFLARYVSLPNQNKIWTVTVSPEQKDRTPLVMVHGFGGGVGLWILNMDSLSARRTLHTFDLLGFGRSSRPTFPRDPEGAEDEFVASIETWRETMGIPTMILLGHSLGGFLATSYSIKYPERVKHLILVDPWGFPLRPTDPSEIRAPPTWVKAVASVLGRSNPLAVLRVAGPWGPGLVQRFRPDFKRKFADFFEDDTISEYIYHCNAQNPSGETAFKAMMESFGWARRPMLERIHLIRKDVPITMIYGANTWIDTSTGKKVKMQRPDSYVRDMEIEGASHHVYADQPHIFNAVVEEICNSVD
#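 Test system: mABHD4 protein | Buffer or medium: HEPES pH 7.0 buffer, 150 mM NaCl, 0.01% Pluronic F-127 | Probe or stimulus: FP-Rh fluorescent activity-based probe, added after compound pre-incubation | Timing: Pre-incubation 45 min, probe exposure 60 min, at 25 °C | Technique: Fluorescence polarization, excitation 525 nm, emission 598 nm, BODIPY TMR filters | Repeats: Single well per compound (singlicate)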
# Rev-erbA mod – modulators of human Rev-erb alpha DNA binding; 370,000 tested, 0.79% active; P20393; AID 1259318; Rev-erbα–FITC-DNA binding, fluorescence polarization, 90 min; activity, % at 10 µM;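 active = activity above about 14%, limit read from the data; passing the limit was not always enough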;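 also: 0% = DMSO wells with 35 nM protein and 100% = DMSO wells with 750 nM protein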
# rCAG RNA binder – r(CAG) repeat RNA binding; TO-PRO-1 dye displacement fluorescence; inhibition, % at 3 µM; 370,000 tested, 1.3% active;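 active = inhibition above the plate cutoff, the mean of all test compounds on that plate plus 3 SD, cut at about 35% in these data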;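 also: 0% = DMSO alone and 100% = 100 µM mitoxantrone as full dye displacement; higher means more dye released from RNA so lower well fluorescence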
# * marks the source's active call; other numbers are inactive results; · = not tested or not shown. A portion of the library; the hit share may differ from the screen's.
SMILES,PG9 Ab binder,TCR-CD3 inh,LEDGF integ inh,HTRA1 inhibitor,PRMT1 FP inh,SIAE inh,TDP2 inh,mABHD4 FP,Rev-erbA mod,rCAG RNA binder
COc1ccc(-c2c(C(C)=O)c(C)nc3sc4c(=O)n(-c5ccc(C)cc5)nnc4c23)cc1,0.6,1,-1,0,-1,0,1,-1,4,2
Cc1onc(-c2ccccc2)c1C(=O)Nc1cccnc1,-1.3,-3,-2,0,1,3,6,7,-3,1
COc1ccc(NC2CCCN(C(=O)c3ccccc3N3CCOCC3)C2)cc1OC (stereo unspecified),-4.4,1,1,5,-1,7,2,-2,3,-2
CCOC(=O)c1ccc(NC(=O)C(C)N2C(=O)c3ccccc3C2=O)cc1 (stereo unspecified),-0.8,6,7,1,0,9,1,-14,-1,1
Cc1nc2cc(-c3cccs3)nn2c(NCC(C)(C)CN(C)C)c1C,0.2,-1,0,-6,0,2,3,1,2,-5
CCS(=O)(=O)N1CCN=C1SCc1cccc(F)c1,1.8,-2,3,3,5,2,-7,-6,1,-2
O=C(CCS(=O)(=O)c1ccc(Cl)cc1)N1CCCc2ccccc21,-2.5,-4,2,7,-2,-4,1,-3,-2,-3
CCCCOc1ccc(CC(=O)NCC(=O)O)cc1,-2.0,7,-2,5,2,4,14,-6,4,-2
COc1ccc(Br)cc1CN1CCCCCCC1,-0.3,2,1,11,2,2,19,9,3,-2
COC(=O)N/N=C/c1cccnc1,-2.0,0,6,11,-1,2,-1,3,-2,-1
CCCN(CC1CCCO1)C(=O)CCc1nnc(-c2cc(C)on2)o1 (stereo unspecified),-0.4,5,6,-3,-5,6,-8,0,5,-6
COc1ccc(OC)c(NC(=O)c2ccccc2N(C)S(=O)(=O)c2ccc(C)cc2)c1,2.5,-3,1,-10,1,-1,-8,-2,-4,7
CCCCCc1cccnc1,0.7,-6,-2,-3,2,-1,-4,-5,-2,-3
CC1(Cc2cc(Cl)ccc2C(F)(F)F)C(=O)Nc2c(Cl)cccc21 (stereo unspecified),0.7,10,-3,·,3,0,1,-6,5,0
Cc1nc(NC(=O)CCCC(=O)Nc2nc(C)c(C)s2)sc1C,-0.6,4,0,-3,-1,1,10,5,2,-2
Cc1c(C(=O)N/N=C/c2ccc(N3CCOCC3)cc2)nc2ccccn12,-4.5,7,-5,1,-6,3,10,-1,-2,-3
O=C(NCCOc1ccccc1)C(=O)NCC1CCCO1 (stereo unspecified),-1.1,4,2,0,-2,-3,14,2,2,-1
O=C(CCN1C(=O)c2ccccc2C1=O)N1CCCCCC1,-1.7,3,0,2,3,0,-20,-7,0,-2
CC(C)Sc1oc(-c2ccco2)nc1S(=O)(=O)c1ccccc1,-9.5,3,1,-7,5,9,0,-1,0,9
COc1ccc(-c2ccc(CCC(=O)O)n2CC(=O)Nc2cccc(OC)c2)cc1,-1.7,-2,-5,-18,0,2,-2,-10,0,15
O=C(c1cc2ccccc2o1)N1CCN(c2ncccn2)CC1,-2.7,-6,1,-4,2,0,-2,-4,-3,4
Cn1c(=N)n(CC(=O)O)c2ccccc21,-1.3,6,-1,1,0,-4,5,5,1,4
O=C1CC(c2ccc(F)cc2)Cc2nc(NCc3ccco3)ncc21 (stereo unspecified),9.4*,0,-2,2,-4,1,-13,1,6,-7
Cc1nn(C)cc1/C=N/NC(=O)CSc1ccccn1,0.1,-5,-1,-1,3,-5,-6,2,-5,-2
COc1ccccc1C=NNC(=O)c1ccncc1,-2.7,2,-4,5,-2,-2,-6,2,2,1
CCOC(=O)N1CCC(N2CCCC(CO)(Cc3ccccc3C)C2)CC1 (stereo unspecified),-2.1,-8,7,-8,-5,-9,-9,-27,-4,-4
COc1ccc(-n2nc(C(=O)Nc3ccc(OC)c(OC)c3)c3c4ccccc4n(C)c3c2=O)cc1,-0.2,2,-3,-5,-1,-3,4,0,-27,1
O=C(COC(=O)c1c(F)cccc1F)Nc1cccc(S(=O)(=O)N2CCCCC2)c1,-1.3,-4,-2,-6,-1,-9,2,-3,9,5
CCCn1c(NC(=O)C23CC4CC(CC(O)(C4)C2)C3)nc2ccccc21,-0.1,-1,-6,3,4,-8,-8,-1,-2,-8
Cc1ccc(S(=O)(=O)NCC(=O)NCC2CCCCC2)cc1C,-1.4,-4,2,6,1,1,10,-4,-2,-8
CC(=O)Nc1ccc(S(=O)(=O)NCC2CCC(C(=O)N3CC(C)CC(C)C3)CC2)cc1 (stereo unspecified),-0.7,-8,-2,-5,-1,1,7,1,-4,0
Cc1ccc(NS(=O)(=O)c2ccc(NC(=O)N3CCCCC3)cc2)cc1,-2.1,0,-5,-13,1,-7,-7,-2,2,3
CCC(C)c1c(O)nc(SCC(=O)N2CCCCCC2)[nH]c1=O (stereo unspecified),-1.8,-3,-1,9,0,1,-14,3,-3,0
NC/C(=N\O)c1ccc(Cl)cc1Cl,-1.9,-6,-1,-10,-1,3,4,-1,3,2
FC(F)(F)c1nc2nccnc2[nH]1,1.5,-4,-3,1,1,9,4,12,-9,1
O=C1NN=C(c2ccc(Cl)cc2)CC1c1cccc(Cl)c1 (stereo unspecified),-0.1,3,-2,-29,-1,-5,6,-31,5,0
CC1CCCCC12NC(=O)N(CC(=O)Nc1cccc(S(=O)(=O)N3CCCCC3)c1)C2=O (stereo unspecified),-2.1,2,-2,-11,0,2,7,1,-5,3
Cc1ccc2c(c1)n([O-])c1c([n+]2=O)CCCC1,0.9,-2,-1,0,4,3,-5,3,8,-1
CCc1ccc(NC(=O)C2CCN(c3c(N4CCCC4)c(=O)c3=O)CC2)cc1,-2.5,0,-1,3,-1,10,8,0,2,-2
COC(=O)c1cc(OC(=O)CCc2ccc(OC)c(OC)c2)cc(C(=O)OC)c1,-1.9,-1,5,-7,0,0,-8,1,-3,-7
CCCNC(=O)Nc1ccc(F)c(Cl)c1,-2.2,-1,4,2,-2,-1,9,-2,0,-2
CCOc1cc(CN2CCN(C(=O)c3ccco3)CC2)ccc1OC,0.8,-3,2,2,1,1,15,6,3,-4
Cc1occc1C(=O)N1CCCC(Nc2ccc(C(C)C)cc2)C1 (stereo unspecified),-2.6,-6,3,-7,1,3,7,0,-3,-7
CCCCc1c(CCC)c(=N)c2ccccc2n1C,-6.0,-6,0,2,-1,4,-5,1,0,8
CCOC(=O)N1CCN(C(=S)NC)CC1,-0.9,3,-2,-6,-2,-4,-3,1,7,0
Clc1ccc(Cn2cc(/C=N/n3cnnc3)c3ccccc32)c(Cl)c1,-0.5,-2,1,-17,2,-2,-15,-21,2,4
CC(C)N(CCO)C(=O)CCc1nnc(CCCc2ccccc2)o1,1.6,-1,-1,5,0,0,2,10,0,-5
Nc1ccn(Cc2cccc(F)c2)n1,-0.1,3,-6,-1,-2,3,-1,0,8,-1
CC1CCC(C(=O)NC(C(=O)NCCc2ccc(S(N)(=O)=O)cc2)C(C)C)CC1 (stereo unspecified),-3.4,2,2,-10,0,5,4,-1,1,1
COc1ccc(-c2cc(C(=O)Nc3cc(C)nn3-c3ccccc3)no2)cc1,4.7,2,0,-14,-3,6,-1,-2,0,-1
Cc1ccc(OCCN2CCN(CC(O)Cn3c4ccccc4c4ccccc43)CC2)cc1 (stereo unspecified),-2.5,-2,3,·,0,-2,4,20,0,3
CN(C)C(=O)COc1ncnc2scc(-c3ccc(F)cc3)c12,0.4,0,-5,-4,4,2,-1,5,2,-1
O=S(=O)(NCc1csc(-c2cccs2)n1)c1ccccc1,0.3,6,1,1,-4,-2,2,0,6,-1
CCC(=O)N(CC(=O)Nc1sc(C)c(C)c1C(N)=O)Cc1ccc(F)cc1,-1.7,-4,2,-14,-2,4,-11,-5,-8,-2
C=CCn1c(=N)n(CC(=O)O)c2ccccc21,-1.2,-5,-2,10,2,5,0,1,-1,-1
CCOC(=O)/C(=N/Nc1ccccc1)c1csc(Nc2ccccc2)n1,1.5,-8,3,27,0,9,-13,10,9,34
COc1ccc(Cl)cc1NC(=O)c1cccc(-n2cnnn2)c1,2.2,10,1,-11,-1,-3,-12,-5,-3,1
COC(=O)[C@@H](Cc1ccccc1)NC(=O)NCCc1ccccc1,0.5,3,-1,5,0,-2,3,0,-2,-2
Nc1nc(N)c(C=Nc2ccc(Br)cc2)c(Nc2ccc(Br)cc2)n1,-3.2,6,0,-14,-5,7,13,-4,0,20
CC1CC(C)CN(CCCOc2ccccc2[N+](=O)[O-])C1 (stereo unspecified),-1.6,3,2,1,-1,1,13,-1,-4,-1

# Of the compounds above, these have a furan ring, fused or not:
SMILES,PG9 Ab binder,TCR-CD3 inh,LEDGF integ inh,HTRA1 inhibitor,PRMT1 FP inh,SIAE inh,TDP2 inh,mABHD4 FP,Rev-erbA mod,rCAG RNA binder
CC(C)Sc1oc(-c2ccco2)nc1S(=O)(=O)c1ccccc1,-9.5,3,1,-7,5,9,0,-1,0,9
O=C(c1cc2ccccc2o1)N1CCN(c2ncccn2)CC1,-2.7,-6,1,-4,2,0,-2,-4,-3,4
O=C1CC(c2ccc(F)cc2)Cc2nc(NCc3ccco3)ncc21 (stereo unspecified),9.4*,0,-2,2,-4,1,-13,1,6,-7
CCOc1cc(CN2CCN(C(=O)c3ccco3)CC2)ccc1OC,0.8,-3,2,2,1,1,15,6,3,-4
Cc1occc1C(=O)N1CCCC(Nc2ccc(C(C)C)cc2)C1 (stereo unspecified),-2.6,-6,3,-7,1,3,7,0,-3,-7

# (continued)
SMILES,PG9 Ab binder,TCR-CD3 inh,LEDGF integ inh,HTRA1 inhibitor,PRMT1 FP inh,SIAE inh,TDP2 inh,mABHD4 FP,Rev-erbA mod,rCAG RNA binder
O=C(/C=C/c1nc2ccccc2s1)N1CCCCCC1,-0.3,-1,-2,2,-3,-1,-7,3,5,-4
CCOC(=O)C1=C(C)N(CCCC(=O)O)C(=O)NC1c1cccc(OC)c1 (stereo unspecified),-0.2,3,0,·,0,4,-3,4,0,2
CCOC(=O)c1ccc(NC(=O)NC2CC3CCC(C2)N3Cc2nnnn2C(C)(C)C)cc1 (stereo unspecified),-2.2,0,-2,-1,-1,0,0,-5,-5,-2
COc1cccc(C(=O)Nc2ccc3c(C)cc(=O)oc3c2)c1,9.7*,1,0,-20,-2,-11,3,-7,20*,3
CCN(CC)S(=O)(=O)c1ccc(N2CCOCC2)c(NC(=O)COc2ccccc2C#N)c1,-1.8,-5,4,-22,-3,-1,-2,-1,-5,-1
CN1C(=O)[C@@H]2[C@H](C1=O)[C@@H]1C(=O)Nc3ccccc3C(=O)N1[C@@H]2c1ccc(F)cc1,1.1,-6,0,-3,19,-3,6,1,-3,0
COc1ccc(CS(=O)(=O)CC(C)(O)c2ccccc2Cl)cc1 (stereo unspecified),-2.2,3,4,-6,0,-2,3,-4,4,-5
Cc1ccc(NC(=O)C(Nc2ccccc2)c2ccccc2)cc1 (stereo unspecified),-1.8,3,2,-11,-2,-4,3,6,-7,2
